Fam108B inh: counter-screen for RBBP9 inhibitors: inhibitors of mouse Fam108B; recombinant Fam108B, FP-Rh probe fluorescence polarization; actives 0.33% (n = 300,000); inhibition, % at 9.51 µM;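 active = inhibition above the screen mean inhibition plus 3 SD, computed separately per campaign, cut at about 18% in these data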;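 note: inhibitors lower polarization as less probe binds the enzyme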
LYPLA1 counter: counter-screen for PME1 inhibitors: inhibitors of human LYPLA1. O75608. recombinant LYPLA1, FP-Rh probe fluorescence polarization. inhibition, % at 5.9 µM. actives 0.16% (n = 320,000);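 active = inhibition above the mean of all tested compounds plus 3 SD, set per campaign, cut at about 14% in these data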;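 note: inhibitors block serine hydrolase probe labeling of LYPLA1 so polarization falls; 0% = enzyme with DMSO and 100% = wells lacking LYPLA1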
PAD4 inh: blocks human protein arginine deiminase 4. recombinant PAD4, RCA probe fluorescence polarization. inhibition, % at 6.36 µM. actives 0.41% (n = 330,000). AID 485272. Q9UM07;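 active = percent inhibition above a cutoff equal to the mean of all tested compounds plus 3 SD, cut at about 15% in these data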;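 note: 0% = PAD4 with RCA probe and DMSO and 100% = probe without PAD4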
Target sequence (Q9UM07 whole entry, looked up): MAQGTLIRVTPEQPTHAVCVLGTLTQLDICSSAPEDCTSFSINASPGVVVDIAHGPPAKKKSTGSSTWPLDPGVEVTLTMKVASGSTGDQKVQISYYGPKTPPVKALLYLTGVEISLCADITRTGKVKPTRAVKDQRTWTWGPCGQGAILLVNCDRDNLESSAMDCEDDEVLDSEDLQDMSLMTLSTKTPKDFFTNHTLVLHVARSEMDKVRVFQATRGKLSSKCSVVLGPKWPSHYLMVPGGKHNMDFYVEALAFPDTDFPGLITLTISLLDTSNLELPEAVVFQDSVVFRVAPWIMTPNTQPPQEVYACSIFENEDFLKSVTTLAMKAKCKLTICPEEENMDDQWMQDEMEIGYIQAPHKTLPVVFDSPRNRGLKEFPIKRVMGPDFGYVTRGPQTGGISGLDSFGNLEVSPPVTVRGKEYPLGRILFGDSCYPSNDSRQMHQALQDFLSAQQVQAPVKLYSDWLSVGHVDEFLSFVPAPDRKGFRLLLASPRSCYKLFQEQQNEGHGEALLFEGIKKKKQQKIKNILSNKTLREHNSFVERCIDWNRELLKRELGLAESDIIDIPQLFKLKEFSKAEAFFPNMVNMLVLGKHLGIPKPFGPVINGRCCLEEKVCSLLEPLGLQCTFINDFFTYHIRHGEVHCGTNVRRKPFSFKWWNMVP
GSTO1 counter: blocks human GSTO1 in RBBP9 counter-screen | inhibition, % at 5.96 µM | recombinant GSTO1, activity-based probe fluorescence polarization | actives 1.1% (n = 300,000) | P78417;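 active = inhibition above the campaign mean inhibition plus 3 SD, cut at about 35% in these data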;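 note: 0% = GSTO1-1 with DMSO and 100% = wells lacking GSTO1-1 enzyme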
PAFAH1B2 FP inh: inhibitors of human PAFAH1B2; P68402; recombinant PAFAH1B2, FP-rhodamine activity probe, fluorescence polarization; inhibition, % at 3.39 µM; actives 1.2% (n = 340,000); AID 492953;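 active = inhibition above the mean of all tested compounds plus 3 SD, cut at about 24% in these data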;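 note: 0% = enzyme with DMSO and 100% = wells lacking PAFAH1B2; many of its hits are not listed in these tables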
PAFAH1B3 inh: blocks human PAF acetylhydrolase 1B catalytic subunit 3 | AID 492972 | recombinant PAFAH1B3, FP-rhodamine probe, fluorescence polarization | Q15102 | actives 0.28% (n = 340,000) | inhibition, % at 3.39 µM;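 active = inhibition above the screen-wide average of all tested compounds plus 3 SD, cut at about 25% in these data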;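 note: 0% = enzyme with DMSO only and 100% = wells lacking PAFAH1B3 protein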
Target sequence (Q15102 whole entry, looked up): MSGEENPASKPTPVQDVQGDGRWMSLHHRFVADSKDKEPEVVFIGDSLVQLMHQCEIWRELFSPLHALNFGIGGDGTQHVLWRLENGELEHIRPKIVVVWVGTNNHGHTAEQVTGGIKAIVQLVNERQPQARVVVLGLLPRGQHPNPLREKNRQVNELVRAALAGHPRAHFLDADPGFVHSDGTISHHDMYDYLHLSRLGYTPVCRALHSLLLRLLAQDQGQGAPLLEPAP
pPAFAH FP inh: pPAFAH (human) enzyme inhibition; Q13093; recombinant pPAFAH, FP-rhodamine probe fluorescence polarization; inhibition, % at 3.39 µM; actives 1.5% (n = 330,000);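 active = inhibition above the mean inhibition across the screen plus 3 SD, cut at about 25% in these data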;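 note: inhibitors block binding of the rhodamine activity-based probe so polarization drops; 0% = enzyme with DMSO and 100% = wells lacking pPAFAH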
PME-1 primary: blocks human protein phosphatase methylesterase 1; recombinant PME-1, FP-Rh probe fluorescence polarization; inhibition, % at 5.9 µM; actives 0.53% (n = 320,000); AID 2130;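 active = inhibition above the campaign mean of all compounds plus 3 SD, cut at about 26% in these data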;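 note: competitive labeling of PME-1 active site by serine hydrolase directed probe; 0% = PME-1 with DMSO and 100% = wells lacking PME-1 enzyme; inhibitors block probe labeling so polarization falls and inhibition rises; many of its hits are not listed in these tables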
PAFAH2 inh: PAFAH2 (human) inhibition | Q99487 | recombinant PAFAH2, FP-rhodamine activity probe, fluorescence polarization | inhibition, % at 3.39 µM | actives 0.99% (n = 340,000) | AID 492956;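 active = inhibition above the mean over all tested compounds plus 3 SD, cut at about 30% in these data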;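 note: inhibitors block probe labeling of enzyme so polarization drops; 0% = enzyme with DMSO and 100% = wells lacking PAFAH2 protein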
Starred values were filed as active, the others as inactive; x = no result given.

SMILES	Fam108B inh	LYPLA1 counter	PAD4 inh	GSTO1 counter	PAFAH1B2 FP inh	PAFAH1B3 inh	pPAFAH FP inh	PME-1 primary	PAFAH2 inh
CCN(CC)S(=O)(=O)c1ccc(N2CCOCC2)c(NC(=O)C23CC4CC(CC(Cl)(C4)C2)C3)c1	-0.9	-4.1	-0.4	-3.5	3.4	-5.8	12.8	-1.3	5.7
O=C(CNC(=O)c1cccnc1)N=Nc1c(O)[nH]c2c(Br)cc(Br)cc12	2.2	-2.4	-2.0	85.0*	-0.3	7.0	3.3	0.9	8.1
COc1ccc(C(CNC(=O)C2CC(=O)N(Cc3ccc(C)cc3)C2)N(C)C)cc1 (centres undefined)	0.7	0.2	-3.3	-1.8	7.4	3.8	4.1	0.0	-5.3
Cc1ccc(C)c(S(=O)(=O)Nc2nc3ccc(S(N)(=O)=O)cc3s2)c1	0.7	-3.4	-1.1	-11.9	-2.6	6.0	2.1	-6.0	-4.3
CCOC(=O)CC(NC(=O)c1ccc(C)cc1)c1ccc(C)cc1 (centres undefined)	-3.3	0.8	1.1	5.5	-0.1	7.5	1.8	0.6	6.9
CC(NC(=O)CSc1nnc(-c2cccc(S(=O)(=O)N3CCCCC3)c2)o1)C12CC3CC(CC(C3)C1)C2 (centres undefined)	0.9	-10.7	-0.7	19.0	5.7	5.4	-4.5	-6.9	-4.4
O=C(Cc1ccccc1F)c1ccc(O)cc1O	0.8	-0.1	-4.4	4.7	x	x	-2.9	-4.0	x
COc1ccc(CN2CCC(CNS(=O)(=O)c3cccc(C(F)(F)F)c3)CC2)cc1	0.1	-3.0	1.5	-4.8	2.6	2.5	3.3	10.4	0.2
Cc1cc(C)n2nc(C(=O)Nc3ccc(S(=O)(=O)N4CCCC4)cc3)nc2n1	-1.5	2.7	0.5	0.5	6.2	5.3	-7.3	-0.2	3.0
CCc1cc(=O)oc2cc(C)cc(OCC(=O)N[C@@H](CSCc3ccccc3)C(=O)O)c12	0.6	-0.7	-1.6	7.5	-0.7	8.8	8.8	9.4	16.1
CCCCOC(=O)Nc1ccc(S(=O)(=O)Nc2nccs2)cc1	-0.9	0.9	-3.4	-9.0	5.4	7.3	-6.0	-0.3	-3.4
COc1ccc(S(=O)(=O)NCc2ccc(C(=O)NCCCN3CC(C)CC(C)C3)cc2)cc1 (centres undefined)	-0.1	-2.0	-3.2	-3.4	2.2	0.7	2.1	4.0	4.0
CCOC(=O)c1cccc(NC(=O)c2ccc(F)cc2F)c1	-0.5	-2.3	2.0	3.5	-3.8	-3.5	4.9	1.6	-8.1
CC1Cc2ccccc2N1C(=O)COc1nc2ccccc2nc1N1CCOCC1 (centres undefined)	-0.2	4.4	-1.0	-5.5	2.5	-2.5	6.7	2.6	2.8
c1ccc(Cn2nnc(-c3ccccc3)n2)cc1	2.1	-1.3	1.8	-3.5	2.1	12.7	11.0	-7.0	-7.1
COC(=O)C1=C(C)NC(=O)NC1c1cccc(OC)c1OCc1ccccc1 (centres undefined)	0.4	-0.1	-2.8	-2.1	-0.4	3.7	-3.5	3.9	2.5
COc1ccc(NS(=O)(=O)c2ccc(C)c(NC(=O)C3CCCO3)c2)cc1 (centres undefined)	x	5.6	-2.2	x	5.2	2.6	9.8	1.2	8.3
Cc1noc(C)c1COc1ncnc2ccccc12	6.8	3.1	-4.0	6.3	7.2	-2.1	1.1	-2.6	10.6
COc1cccc(-c2cc3nc(-c4ccccc4)cc(=O)n3[nH]2)c1	7.3	-0.3	0.9	-44.3	8.9	16.5	14.9	-36.0	12.2
Cn1c(CSCc2ccc(Cl)cc2)nnc1SCC(=O)Nc1nc2ccccc2s1	-2.4	0.3	1.3	9.0	8.1	2.2	-0.7	-5.1	-5.1
COc1ccc(-n2nc(C(=O)NCC(=O)N(C)Cc3ccccc3)c3ccccc3c2=O)c(OC)c1	-2.4	-5.1	1.6	-2.5	-1.8	7.0	-3.7	-2.2	-0.8
CCOc1ccc(S(=O)(=O)Nc2cc(OC)c(OC)cc2C(=O)O)cc1	2.1	0.9	-4.8	0.9	4.7	3.5	-4.4	-2.1	-8.4
O=C(Nc1cccc2ccccc12)NC1CCS(=O)(=O)C1 (centres undefined)	5.8	-2.8	0.2	1.1	1.3	8.3	-2.0	-1.9	-5.2
COC(=O)NNC(=O)c1ccccc1OC	-4.4	-0.5	4.3	3.0	1.5	2.3	0.3	4.3	-3.0
c1ccc(-c2ccc(CN3C[C@@H]4C(c5ccccc5)C5(c6ccccc6)CC4(C5)[C@H]3c3ccccc3)cc2)cc1 (some centres undefined)	0.7	-4.2	4.3	1.8	-0.7	0.2	-6.7	-4.4	8.1
CCN(c1ccccc1)S(=O)(=O)c1ccc(OC)c(NC(=O)C2CC2)c1	x	-3.5	0.2	x	-0.2	2.1	9.3	0.8	14.2
COc1ccc(N2C(=O)CC(c3ccccc3)CC2=O)cc1	x	1.3	-1.2	x	4.5	-0.2	2.4	-10.0	4.0
COc1ccccc1/C=C/C(=O)Nc1cccc(S(=O)(=O)N2CCOCC2)c1	x	-14.7	-0.3	x	-4.3	-0.9	2.3	-18.3	-4.2
CSc1ccccc1C(=O)Nc1cc(C)cc(C)c1	-0.2	-1.5	-2.2	3.6	0.6	7.0	2.6	-0.3	-3.5
COc1ccc(CNC(=O)CSc2nc3ccc(C)cc3[nH]2)cc1	-0.7	4.9	-2.9	12.3	29.2*	-2.7	9.6	1.5	-8.2
O=C(Nc1nc(-c2ccccc2)cs1)C1CCCO1 (centres undefined)	-0.8	5.6	-2.9	4.1	3.3	3.6	9.5	3.0	-2.1
CCC(=O)N1CCC(C(N)=O)(N2CCCCC2)CC1	3.2	-1.2	-4.5	7.9	-0.7	0.1	-1.2	-0.6	-1.3
O=C(/C=C/c1c(Cl)nc2ccccn12)Nc1ccc(F)cc1	-1.8	-1.7	-7.7	-11.8	1.1	-1.8	-1.3	-3.9	4.4
CCOC(=O)C1C(=O)CC(C)(O)C(C(=O)OCC)C1c1ccc(Br)cc1 (centres undefined)	-0.1	1.8	-4.7	7.7	1.1	5.0	3.5	5.6	2.1
CCC(C(=O)NC(C)(C)C)N(Cc1ccco1)C(=O)CNS(=O)(=O)c1ccc(OC)cc1 (centres undefined)	0.3	1.0	-3.8	3.0	6.1	-2.0	0.9	0.6	6.6
O=S(=O)(Nc1cccnc1)c1ccc(Cl)cc1	-3.7	0.6	6.1	0.1	-0.7	4.4	1.8	0.6	1.0
CCOC(=O)CSc1nnc(CNC(=O)Cc2ccccc2)n1C	2.9	-1.2	-5.3	4.7	3.3	4.3	4.1	-1.8	0.1
OC(CCCN1CCCCC1)(c1ccccc1)c1ccccc1	-4.8	0.3	-1.4	5.5	-3.4	-0.8	2.9	-2.2	5.8
Cn1cccc1C(=S)N1CCOCC1	-5.7	0.0	-1.0	2.4	8.2	9.1	1.0	-3.1	-5.1
CCOc1ccc(OCCCC(=O)N2CCN(S(=O)(=O)c3ccccc3C#N)CC2)cc1	x	x	4.5	x	-3.3	4.8	1.5	x	-2.2
Cc1oc(-c2ccc(C(F)(F)F)cc2)nc1CN(Cc1ccccn1)C[C@@H]1CCC(=O)N1	1.9	-0.9	-1.1	1.1	-1.5	11.2	3.4	-2.9	0.1
Cc1c(NC(=O)CSc2ncnc3ccccc23)c(=O)n(-c2ccccc2)n1C	-3.3	-0.2	-5.0	-3.9	2.5	3.5	-0.4	-3.8	-0.6
COCCNC(=S)Nc1cc(OC)c(NC(=O)c2ccco2)cc1OC	2.8	-1.1	2.1	-6.2	4.4	-1.4	3.9	-1.7	-2.1
Cc1ccnc2nc(C(=O)Nc3nnc(-c4ccc(Cl)cc4)o3)nn12	4.0	-0.2	-0.5	1.7	7.3	4.8	1.8	0.6	11.5
CCN(C(=O)COC(=O)c1cc(-c2ccccc2)nc2c1c(C)nn2-c1ccc(C)cc1)C1CCS(=O)(=O)C1 (centres undefined)	-3.7	2.2	-6.2	-3.3	-0.8	-10.4	4.3	-2.2	-5.7
Cc1ccc2cc(C#N)c(N3CCCN(S(=O)(=O)c4ccccc4)CC3)nc2c1C	-2.6	-2.4	-6.0	2.5	-0.1	1.9	3.6	1.4	-3.8
CCN(CC(=O)NC1CCS(=O)(=O)C1)Cc1nc2c(Br)cc(Br)cc2c(=O)[nH]1 (centres undefined)	-2.8	-2.7	-6.6	-4.4	-0.5	7.1	1.5	-0.2	4.5
OCc1cn(-c2ccccc2)nn1	4.0	2.2	-3.4	-0.1	0.9	8.5	2.9	0.1	-2.5
Cc1cccc(OCC(=O)NNc2c3ccccc3nc3ccccc23)c1	5.8	1.7	-6.3	9.0	2.8	-3.0	21.4	9.2	7.5
Cc1cc(NC(=O)CN2CCN(c3ccccc3O)CC2)no1	0.3	-0.4	-3.8	1.1	-4.4	-0.3	4.8	7.0	-0.3
CC1(C)Cc2c(cnn2-c2cccc(F)c2)C(NC(=O)c2csnn2)C1 (centres undefined)	1.0	3.5	0.5	3.5	3.1	6.7	-1.6	-0.1	1.6
CCc1nnc(NC(=O)C2=NN(C3CCS(=O)(=O)C3)C(=O)CC2)s1 (centres undefined)	-0.8	-0.6	-8.4	5.5	-3.2	11.0	0.0	-1.2	2.0
CCOc1cc(/C=C2\C(=N)N3N=C(C)SC3=NC2=O)ccc1OCCOc1cccc(OC)c1	-12.0	-3.0	-5.0	-22.8	-0.5	4.3	7.0	-8.9	-0.5
COCCn1c(SCC(=O)N2CCCCCC2)nnc1-c1ccco1	4.9	-1.8	-9.6	39.5*	5.6	0.0	2.5	-0.5	1.4
COc1cccc(OC)c1C(=O)N1CCN(S(=O)(=O)c2ccc(C)cc2)CC1	1.5	0.9	-5.7	3.8	15.7	1.2	3.7	5.5	10.4
CCN(CC)C(=O)C1CCN(Cc2ccc(OCc3ccccc3)c(OC)c2)CC1	2.1	4.6	3.0	5.0	-0.7	7.2	3.1	3.6	-10.9
CCn1cnc2c1c(=O)n(CC(=O)NCc1ccccc1)c(=O)n2Cc1ccccc1	-3.2	5.3	-2.7	-4.5	4.9	8.3	2.8	-9.0	-4.4
CCC12OC(=N)C(C#N)(C1C)C(C#N)(C#N)C(c1ccccc1)O2 (centres undefined)	0.3	-2.1	3.0	0.0	-2.5	6.6	1.1	-0.6	-0.5
COc1cc(C(=O)NCc2nnc(SCC(=O)Nc3c(C)cc(C)cc3C)o2)cc(OC)c1OC	0.2	-1.1	0.1	-2.0	4.2	-1.6	3.1	3.6	1.9
COCCN1Cc2cccc(C(=O)NCC3CCN(CC(C)C)C3)c2C1=O (centres undefined)	7.5	2.2	-2.1	4.7	0.3	15.9	1.2	-6.3	3.4

Printed as active in PAFAH1B2 FP inh (from the list above):
Compound | PAD4 inh | PAFAH1B2 FP inh | PAFAH1B3 inh | pPAFAH FP inh | PME-1 primary | PAFAH2 inh
COc1ccc(CNC(=O)CSc2nc3ccc(C)cc3[nH]2)cc1 | -2.9 | 29.2* | -2.7 | 9.6 | 1.5 | -8.2

Just PAFAH2 inh, PAD4 inh and PME-1 primary, for some of the entries so far:
compound,PAFAH2 inh,PAD4 inh,PME-1 primary
CCC12OC(=N)C(C#N)(C1C)C(C#N)(C#N)C(c1ccccc1)O2 (centres undefined),-0.5,3.0,-0.6
Cc1ccnc2nc(C(=O)Nc3nnc(-c4ccc(Cl)cc4)o3)nn12,11.5,-0.5,0.6

These rows are one share of the data (hit frequency here may not be typical).
